Screens (PubChem BioAssay)
RAD54 branch = inhibitors of human RAD54 branch migration, primary screen, biochemical, fluorescence, single point; inhibition, % at 10.4 µM; AID 602329, 2012; DNA repair and recombination protein RAD54-like (Homo sapiens), Q92698; RAD54 Holliday junction branch migration, FAM/BHQ fluorescence; hit rate 0.14% among 360,000;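 active = mean normalized replicate activity at least 40 and at least half of replicates scoring 40 or more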;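 note: 0% = median of neutral control wells and 100% = median of positive control wells; inhibitors cause a drop in the FAM fluorescence signal; in these data hits start at about 50%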
Target sequence (Q92698 whole entry, looked up): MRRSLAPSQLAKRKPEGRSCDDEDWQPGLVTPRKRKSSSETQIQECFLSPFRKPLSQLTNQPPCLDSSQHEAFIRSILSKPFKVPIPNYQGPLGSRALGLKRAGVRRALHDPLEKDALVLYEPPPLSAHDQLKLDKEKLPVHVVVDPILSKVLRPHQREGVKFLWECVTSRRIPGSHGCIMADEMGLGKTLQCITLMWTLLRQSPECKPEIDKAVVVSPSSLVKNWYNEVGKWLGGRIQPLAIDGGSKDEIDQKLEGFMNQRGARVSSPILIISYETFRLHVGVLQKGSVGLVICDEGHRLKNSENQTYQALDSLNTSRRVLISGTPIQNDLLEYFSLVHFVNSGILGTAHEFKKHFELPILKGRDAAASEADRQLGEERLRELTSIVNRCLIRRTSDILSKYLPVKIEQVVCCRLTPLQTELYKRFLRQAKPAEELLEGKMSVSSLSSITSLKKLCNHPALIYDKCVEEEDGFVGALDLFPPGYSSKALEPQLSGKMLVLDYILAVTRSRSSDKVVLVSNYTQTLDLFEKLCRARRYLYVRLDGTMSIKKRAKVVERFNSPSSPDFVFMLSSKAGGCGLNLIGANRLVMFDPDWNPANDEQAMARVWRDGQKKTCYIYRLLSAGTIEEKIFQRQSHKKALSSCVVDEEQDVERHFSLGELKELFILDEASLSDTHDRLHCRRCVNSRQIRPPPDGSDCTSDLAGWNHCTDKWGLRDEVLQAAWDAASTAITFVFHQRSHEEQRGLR
Starred values were filed as active, the others as inactive. Some of the compounds tested, so the mix of outcomes need not match the whole.

mol,RAD54 branch
CCC1(COC(=O)Nc2cccc(Cl)c2)COC1,-15
Cc1ccc(S(=O)(=O)Cn2nnnc2C(C(C)C)N2CCN(C(=O)c3ccco3)CC2)cc1 (configuration not stated),-10
COCCN(Cc1cc2cccc(C)c2[nH]c1=O)C(=O)c1ccccc1,5
Cc1ncc(S(=O)(=O)c2ccc(Cl)cc2)c(-c2ccccc2)n1,0
COC(=O)CCc1c(C)[nH]c(=S)[nH]c1=O,-4
CSCCC(/C(O)=C(\C#N)c1nc2ccccc2[nH]1)N1C(=O)c2ccccc2C1=O (configuration not stated),-3
Cc1cc(C)c(NC(=O)CSc2nnc(-c3ccncc3)n2Cc2ccco2)c(Cl)c1,-5
COc1cc(-c2nnc(-c3ccco3)o2)ccc1OCc1ccccc1,-1
Cc1ccc(CNC(=O)CCc2ccc(S(=O)(=O)NC3CCCCC3)cc2)cc1,-5
O=C(CCN1CCCCCC1)Nc1ccccc1F,-1
O=C(COc1ccc(Cl)cc1)Nc1ccc2oc(-c3ccncc3)nc2c1,-11
COc1cc(OC)cc(C(=O)NCCN2CCOCC2)c1,-13
CC(=O)NNC(=O)CCC(=O)Nc1ccccc1,-1
COc1ccc(NC(=O)CCN2CCC(C)CC2)cc1,2
Cc1cccn2c(=O)c(/C=N/O)c(N3CCCCC3)nc12,5
COc1ccc(Cc2nnc(NC(=O)Cn3cnc4c3c(=O)n(C)c(=O)n4C)s2)cc1,2
Cc1ccc2cc(CN(C(=O)c3ccncc3)C(C)C)c(=O)[nH]c2c1,-7
CCCC(=O)Nc1ccccc1-c1nnn(CC(=O)Nc2ccc(OCC)cc2)n1,-1
CC(=O)Nc1sc(NC(=O)c2ccc(C)cc2)nc1-c1cccs1,2
COc1cc(N)c(Cl)cc1NC(=O)c1ccccc1,-3
O=C(CN1C(=O)CSC1=O)Nc1ccc2c(c1)OCCO2,5
COc1ccc(NC(=O)N2CC(C)OC(C)C2)cc1OC (configuration not stated),3
COC(=O)c1cn(NC(=O)c2cc(OC)cc(OC)c2)c(=O)c2ccccc12,-7
COc1ccc(/C=N/Nc2nc3ccccc3o2)cc1O,-1
Cc1nnc(SCC(=O)Nc2ccccc2)[nH]c1=O,0
CC(C)(C)OC(=O)N1CCCC(C(=O)CC#N)C1 (configuration not stated),-10
Clc1ccc(-c2nn3c(-c4ccccc4)nnc3s2)cc1,-12
COc1ccc(NC(=O)Cn2nnc(-c3ccccc3NS(=O)(=O)c3ccccc3)n2)cc1,7
COc1ccc(C(=O)NC(Oc2ccccc2)C(Cl)(Cl)Cl)cc1 (configuration not stated),-6
CC(C)c1ccc(O)c(N)c1,13

Copied from the list:
Result for COc1cc(-c2nnc(-c3ccco3)o2)ccc1OCc1ccccc1 under RAD54 branch: -1
Result for CC(C)(C)OC(=O)N1CCCC(C(=O)CC#N)C1 (configuration not stated) under RAD54 branch: -10

Among those listed so far, these contain a Cl atom:
mol,RAD54 branch
CCC1(COC(=O)Nc2cccc(Cl)c2)COC1,-15
Cc1ncc(S(=O)(=O)c2ccc(Cl)cc2)c(-c2ccccc2)n1,0
Cc1cc(C)c(NC(=O)CSc2nnc(-c3ccncc3)n2Cc2ccco2)c(Cl)c1,-5
O=C(COc1ccc(Cl)cc1)Nc1ccc2oc(-c3ccncc3)nc2c1,-11
COc1cc(N)c(Cl)cc1NC(=O)c1ccccc1,-3
Clc1ccc(-c2nn3c(-c4ccccc4)nnc3s2)cc1,-12
COc1ccc(C(=O)NC(Oc2ccccc2)C(Cl)(Cl)Cl)cc1 (configuration not stated),-6

(further entries)
mol,RAD54 branch
O=C(CS(=O)c1cccc(C(F)(F)F)c1)Nc1ccc(Cl)cc1Cl (configuration not stated),-5
CCOC(=O)c1sc(NC(=O)CSc2n[nH]c(-c3ccccc3)n2)c(C#N)c1C,-9
COc1ccc(S(=O)(=O)Cc2ccc(C(=O)N3CCN(c4ccccn4)CC3)o2)cc1,-24
Cc1cccc(NC(=O)CSc2nc3nc(C)cc(C)c3c(=O)[nH]2)c1,-10
Cc1nn(C)c(C)c1S(=O)(=O)Nc1ccc2c(c1)OCO2,9
COC(=O)COn1c(SCC(=O)OC)nc2ccccc2c1=O,0
O=C(CCC(=O)OCCCC(F)(F)C(F)(F)F)Nc1ccc(Cl)cc1Cl,-5
Cc1ccc(CNC(=O)CN2C(=O)COc3ccc(C)cc32)cc1,7
COc1ccccc1CNCC(O)(c1ccc(Cl)cc1)c1ccc(Cl)cc1,-3
O=C(CSc1nc(NS(=O)(=O)c2ccccc2)cc(=O)[nH]1)Nc1ccc(F)cc1,-12
CC1CCCN(c2ccc(/C=C(\C#N)c3nn(-c4ccccc4)c(N)c3C#N)cc2[N+](=O)[O-])C1 (configuration not stated),9
Cc1ccc(S(=O)(=O)NC2CCCC(C(=O)O)C2)cc1 (configuration not stated),-4
COc1ccc(/C(O)=C2/C(=O)C(=O)N(Cc3cccnc3)C2c2ccncc2)cc1F (configuration not stated),6
Cn1c(NCc2cccs2)nc2ccccc21,-2
CC(=O)c1ccc(N=Cc2c(O)n(-c3cc(Cl)ccc3N3CCOCC3)c(=O)c3ccccc23)cc1,-1
CCCCN(CCCC)c1nc(OC)nc(-n2nnc(C(C)=O)c2C)n1,-2
Cc1ccc(NCCC(=O)c2cccs2)cc1Cl,-9
COc1ccc(CN2C(=O)CN=C2Nc2cccc(C)c2C)cc1,0
CC(C)c1nc(SCC(=O)Nc2nc3c(s2)CCCC3)c2ccccc2n1,3
COc1cccc(C2CC(c3ccccc3)Nc3ncnn32)c1 (configuration not stated),-4
CN(CC(=O)Nc1ccc2c(c1)OCCO2)S(=O)(=O)c1ccc(Br)s1,0
O=c1[nH]cnc2sc3c(c12)CCCC3,5
CC#CCCC(=O)N1C=Cc2ccccc2C1C#N (configuration not stated),-4
Cc1nn(S(=O)(=O)N2CCCCC2)c(C)c1Br,-2
CN1CCN(c2ccc(NC(=O)CSc3ccccc3)cc2F)CC1,8
CCn1c(SCC(=O)Nc2nonc2C)nnc1-c1ccco1,4
COc1cccc(-c2cc(C(F)(F)F)nc(-n3cccn3)n2)c1,5
Clc1ccc(-n2nnnc2CN2CCCCC2)cc1Cl,4
O=C(CSc1nc(O)cc(=O)[nH]1)Nc1ccc2c(c1)CCC2,8
COC(=O)CCc1nc2ccccc2[nH]c1=O,3

Further entries follow.
structure | RAD54 branch
N#CCc1nnc2n1-c1ccccc1CCC2 | 4
N#CC1=C(N)OC2=C(C(=O)CCC2)C12C(=O)N1CCCc3cccc2c31 (configuration not stated) | -1
Nc1cc2c(cc1C(=O)c1ccccc1)OCCO2 | -1
COc1ccc2cc3cc(C(=O)N4CC(C)CC(C)C4)oc3nc2c1 (configuration not stated) | -8
COC(=O)COc1ccc(Oc2nc(SC)nc(N(C)C)n2)nn1 | -8
O=S(=O)(N/N=C1\CC(c2ccccc2)Oc2ccccc21)c1ccccc1 (configuration not stated) | 9
CC(=O)c1nn(-c2cccc(Br)c2)cc1C(=O)c1ccco1 | 0
Cc1cc2ncn(S(=O)(=O)N3CCOCC3)c2cc1C | -3
CCCN1C(=O)C(NC(C)=O)c2cc(OC)ccc21 (configuration not stated) | -9
Cc1c(N=Cc2ccc(-c3ccc(Cl)cc3)o2)c(=O)n(-c2ccccc2)n1C | -3
Cc1sc2c(c1C)c(=O)n(-c1cccc(C(F)(F)F)c1)c(=O)n2CC(=O)NCc1ccco1 | 5
COc1ccc(Cn2cc(F)c(=O)n(CCC(C)C)c2=O)cc1[N+](=O)[O-] | -4
Cc1cccc(-n2nnc(C(=O)NC3CCCc4ccccc43)c2N)c1 (configuration not stated) | 12
CC(C)c1ccc(OCC(=O)NCc2ccco2)cc1 | -10
O=Cc1ccc(-c2ccccc2OC(F)(F)F)o1 | 1
CCOC(=O)c1ccc(Oc2c(C)oc3c(CN4CCN(C)CC4)c(O)ccc3c2=O)cc1 | 1
Cc1nn(-c2nc3ccccc3s2)c(C)c1Oc1ccccc1O | -9
CC(C)CC(=O)NC(Nc1ccccc1F)C(Cl)(Cl)Cl (configuration not stated) | -12
O=C(NC1CCCC1)c1ccc(CN2CCOCC2)cc1 | 5
O=C(CCCCCn1c(SCc2ccncc2)nc2ccccc2c1=O)NCc1ccco1 | 2
Cc1nn2c(-c3ccc(Cl)cc3)nnc2s1 | 4
O=C(NCc1ccc2c(c1)OCO2)c1cc(-n2cnnc2)ccc1Cl | -1
COC(=O)C(O)(CC(=O)Nc1ccc(OC)cc1)C(F)(F)F (configuration not stated) | -6
CCOC(=O)Cc1nnc(NC(=O)Nc2ccccc2)s1 | -2
CCOC(=O)C1C2C=CC3(CN(C4CCCC4)C(=O)C13)O2 (configuration not stated) | -1
Cc1nc(NC(=O)c2ccc(F)cc2)sc1C(=O)Nc1ccc2c(c1)CCC2 | 4
Cc1ccnc(NS(=O)(=O)Cc2ccccc2)c1 | 6
CC1CN(CC(=O)c2c(N)n(Cc3ccccc3)c(=O)n(C)c2=O)CC(C)O1 (configuration not stated) | 5
Cc1cc(N2CC34C=CC(O3)C(C(=O)O)C4C2=O)no1 (configuration not stated) | 4
CCC1COCCS(=O)(=O)N1Cc1ccc(C)cc1 (configuration not stated) | -2

Going on with the list:
structure | RAD54 branch
CC(=O)NC(=O)Nc1sc(=S)n(C)c1C | -7
COc1ccccc1NC(C)=O | -1
Cc1nc2ccc(NC(=O)N3CCC(c4ccccc4)C3)cc2nc1C (configuration not stated) | 7
Cc1nnc(NC(=O)c2oc3c(ccc4ccccc43)c2C)s1 | -5
Cc1cc(Cl)ccc1OCC(=O)NCCOc1nc(N2CCOCC2)nc(N2CCOCC2)n1 | 4
Cc1ccc(OCc2nc(C#N)c(NCc3ccc4c(c3)OCO4)o2)cc1 | 0
CC(C)NS(=O)(=O)c1ccc(OCC(N)=O)c(Cl)c1 | 3
Cc1cc(NCCNC2=CC(=O)CCC2)nc2ccccc12 | 8
CCCCOc1ccc(C(=O)NCCCC(=O)N2CCCCC2)cc1 | -9
O=C(CC1CC2CCC1C2)OCC(=O)c1c[nH]c2ccccc12 (configuration not stated) | -4
Cc1cc(N)n2nc(-c3ccccc3)c(-c3ccccc3)c2n1 | -2
CSc1cccc(NS(=O)(=O)c2cccs2)c1 | 2
O=c1c2[nH]c3cccc(Cl)c3c2ncn1Cc1ccncc1 | -6
CCOCCCn1c(=S)[nH]c2cc(C(=O)N3CCOCC3)ccc2c1=O | -7
Cc1nc(N2CCN(C)CC2)[nH]c(=O)c1Cc1cccc2ccccc12 | 2
Cc1ccc(-c2nnn(CC(=O)N(Cc3cccs3)C(C(=O)NC3CCCC3)c3ccco3)n2)o1 (configuration not stated) | 6
Cc1ccc(S(=O)(=O)Oc2ccc(C3C4=C(CCCC4=O)OC4=C3C(=O)CCC4)cc2)cc1 | 6
CCc1ccc(CCC(=O)Nc2ccc(S(N)(=O)=O)cc2)o1 | -10
CCOC(=O)c1cnc(SCc2cccc3ccccc23)nc1N | 5
Cc1ccc(-c2nn3nnnc3c3ccccc23)cc1C | 8
Cc1cccc(NC(=O)NCC(c2cccnc2)N2CCOCC2)c1 (configuration not stated) | 12
CCC(C)NC(=O)c1n[nH]c(=O)c2ccccc12 (configuration not stated) | -8
CCOC(=O)Cc1csc(NC(=O)c2c(-c3c(Cl)cccc3Cl)noc2C)n1 | 2
O=C(N/N=C\c1ccc(COc2ccc([N+](=O)[O-])cc2)o1)c1ccc(Cl)cc1 | 6
CCN(CC)CCCNc1nc2cc(OC)c(OC)cc2c2nc(-c3cccnc3)nn12 | 115*
Nc1nncn1C(=O)CCc1ccccc1 | 9
CCCCC(c1nnnn1C1CCCC1)N1CCN(C(=O)c2ccco2)CC1 (configuration not stated) | -2
C[C@@H](C(=O)NCc1ccccc1)N1C(=O)C2CC=CCC2C1=O (some centres not stated) | 7
CCCCN1C(=O)C(NC(C)=O)c2cc(Br)ccc21 (configuration not stated) | -17
COCCOC(=O)C1=C(C)NC(=O)NC1c1ccc(OC(=O)c2ccco2)c(OC)c1 (configuration not stated) | -4

Part of the list above, with each value named.
structure: O=C(CC1CC2CCC1C2)OCC(=O)c1c[nH]c2ccccc12 (configuration not stated)
  RAD54 branch: -4
structure: Cc1cc(N)n2nc(-c3ccccc3)c(-c3ccccc3)c2n1
  RAD54 branch: -2

Remaining list, next part
structure | RAD54 branch
O=C(NCC(=O)N(c1ccc2c(c1)OCO2)C(C(=O)NC1CCCC1)c1ccncc1)c1ccco1 (configuration not stated) | 10
CCOC(=O)C1C(C)=CC(=O)CC1c1ccco1 (configuration not stated) | -5
Cc1cc(C)c2c(c1)/C(=N/NS(=O)(=O)c1ccc(Br)cc1)CCC2 | -10
O=C(COc1ccc(Cl)cc1)Nc1ccc(C(=O)NCc2cccnc2)cc1 | -11
CCOC(=O)c1oc2ccccc2c1CSc1nnnn1-c1ccc(OC)cc1 | 4
CC1(C)Oc2ccc3ccc(=O)oc3c2-c2cn[nH]c21 | 0
CCCC(N)CCCCCC(=O)O (configuration not stated) | 5
Cc1cccc(C2=NN(c3ccccc3)[C@H](CO)[C@H]2c2ccccc2)c1 | 18
CCOc1cc(/C=C2/C(=N)N3C(=NC2=O)SN=C3S(C)(=O)=O)ccc1OS(=O)(=O)c1ccccc1 | -3
CC1=C(C(=O)Nc2ccccc2Cl)C(c2ccc(N(C)C)cc2)NC(=O)N1 (configuration not stated) | -5
Cc1ccc(-c2nnc(SCC(=O)Nc3ccccc3N3CCOCC3)o2)cc1 | 0
CCOC(=O)c1ccccc1NC(=O)CN(c1ccccc1OCC)S(C)(=O)=O | -2
CCCc1cc(Nc2ccccc2OCC)n2ncnc2n1 | 5
Cc1n[nH]c(C)c1S(=O)(=O)N1CCc2ccccc21 | -4
Cc1ccc(P(C)(=O)c2ccc(C)cc2)cc1 | -8
O=C(Nc1ccc(N2CCOCC2)cc1)C1CC1 | -6
CCOC(=O)c1cc(C#N)c(Oc2ccc(F)cc2)nc1-c1ccccc1 | -2
